High-throughput results from PubChem.
Rab9 promoter act = qHTS Assay for Rab9 Promoter Activators; Huh7 Rab9 promoter-luciferase reporter, luminescence, 24 h; AID 485297, 2010; 320,000 compounds, 2.8% hits; Potency, µM (doses to about 9.22 µM), for inactives: at the highest dose activation, negative = inhibition, usual class: activators; also: potency is read from the fitted curve at half-maximal effect; % of control where 0% means no effect; nearly all actives have a fitted effect of over 60% in size
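Using Huh7 cells stably transfected with Rab9 promoter–luciferase, compounds were incubated 24 h at 37 °C, 5% CO2; luciferase luminescence was read 10 min after reagent addition.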
FLuc modulator = qHTS profiling assay for firefly luciferase inhibitor/activator using purifed enzyme and Km concentrations of substrates (counterscreen for miR-21 project); Luciferin 4-monooxygenase (Photinus pyralis), P08659; 360,000 compounds, 6.9% hits; Potency, µM (highest dose often 57.5 µM), inactives show at the top dose activity change, negative = inhibition, usual class: inhibitors; purified FLuc, Km substrates, luminescence inhibition;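 also: potency is read from the fitted curve at half-maximal effect; plate controls were vehicle for no effect and reference inhibitor for full effect; nearly all actives have a fitted effect of over 55% in size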
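Biochemical qHTS of compounds, final roughly 60 µM downward over six points, against 10 nM purified firefly luciferase using Km concentrations of substrates (10 uM D-luciferin, 10 uM ATP) in Tris acetate pH 7.5 buffer; luminescence output.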
VP16 counter = VP16 counterscreen qHTS for inhibitors of ROR gamma transcriptional activity; Drosophila S2 Gal4-VP16 UAS-luciferase, luminescence, 20 h; Potency, µM (highest dose often 53.6 µM), for the others: at the highest dose activity, negative = inhibition, hits mostly inhibitors; 310,000 compounds, 3.5% hits; AID 2546, 2010;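 also: Gal4-VP16 expression switched on by copper sulfate through the metallothionein promoter; potency is read from the fitted curve at half-maximal effect; % is scaled to controls: 0 for no effect and ±100 for the full control effect; nearly all actives have a fitted effect of over 50% in size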
p53 reactivator = qHTS assay for re-activators of p53 using a Luc reporter. H1299 p53-A138V BP100-luciferase reporter, luminescence, 24 h. Potency, µM (series often up to 92.2 µM), for the others: at the top dose activity change, positive = activation, hits mostly activators. 320,000 compounds, 0.063% hits. AID 504706, 2011; also: potency is read from the fitted curve at half-maximal effect; % of control where 0% means no effect; nearly all actives have a fitted effect of over 45% in size
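H1299 (p53-null), stable ts p53-A138V + BP100-Luc; 1000 cells/well, Opti-MEM/10% FBS; cpd 4 pt, 1:5; 24 h, 37 deg C, 5% CO2; detection reagent 10 min RT; luminescence.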
Menin MLL FP TR = qHTS Assay for Inhibitors Targeting the Menin-MLL Interaction in MLL Related Leukemias: Competition With Texas Red Labeled MLL-derived Mutant Peptide. 270,000 compounds, 0.23% hits. AID 1768, 2009. O00255. Potency, µM (series often up to 61.6 µM), inactives show top-dose FP activity change, negative = inhibition, actives largely listed as inhibitors. Menin + Texas Red MLL mutant peptide, fluorescence polarization; active = well fitted inhibition curve with a large enough effect in the polarisation, with a control signal flat, not every such curve was filed as active; inconclusive = small, poorly fitted or top-dose-only effect, or effect the other way, or a change in a side signal; inactive = no such curve, though single readings can be large or run the other way; the % refers to the polarisation; also: potency is read from the fitted curve at half-maximal effect; % of control where 0% means no effect; many of its hits are not listed in these tables
Target sequence (O00255 whole entry, looked up): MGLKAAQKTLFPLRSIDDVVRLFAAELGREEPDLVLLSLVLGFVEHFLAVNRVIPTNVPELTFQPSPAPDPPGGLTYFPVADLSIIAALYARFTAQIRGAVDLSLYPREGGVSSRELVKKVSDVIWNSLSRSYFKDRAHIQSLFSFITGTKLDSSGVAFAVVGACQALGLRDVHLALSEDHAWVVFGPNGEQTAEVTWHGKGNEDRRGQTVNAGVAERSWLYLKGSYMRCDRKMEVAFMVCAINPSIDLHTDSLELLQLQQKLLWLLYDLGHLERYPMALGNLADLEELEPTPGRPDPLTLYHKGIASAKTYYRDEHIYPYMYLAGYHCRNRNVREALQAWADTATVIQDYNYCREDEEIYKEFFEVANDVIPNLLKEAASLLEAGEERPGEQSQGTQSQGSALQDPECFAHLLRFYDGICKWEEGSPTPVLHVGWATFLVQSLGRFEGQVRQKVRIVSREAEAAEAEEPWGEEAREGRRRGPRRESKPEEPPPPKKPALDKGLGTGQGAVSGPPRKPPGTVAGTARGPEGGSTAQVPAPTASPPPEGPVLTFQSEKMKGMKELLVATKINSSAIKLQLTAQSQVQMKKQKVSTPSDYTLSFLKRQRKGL
NPC1 promoter act = qHTS Assay for NPC1 Promoter Activators | Potency, µM (highest dose often 9.22 µM), inactives show at the highest dose activation, usual class: activators | Huh7 NPC1 promoter luciferase reporter, 24 h | 320,000 compounds, 2.4% hits | AID 485313, 2010;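 also: potency is read from the fitted curve at half-maximal effect; % of control where 0% means no effect; nearly all actives have a fitted effect of over 60% in size; reporter is driven by a mutant NPC1 promoter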
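Huh7 cells stably carrying NPC1 promoter–luciferase, plated in Opti-MEM with 10% FBS for 2 h, were exposed to compound in DMSO for 24 h at 37 °C; luciferase reagent was added for 10 min and luminescence read.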
ELG1 genotoxic = qHTS screen for small molecules that induce genotoxicity in human embryonic kidney (HEK293T) cells expressing luciferase-tagged ELG1 | HEK293T ELG1-luciferase reporter, luminescence, 16 h | Potency, µM (titrated, usually from 46 µM), for inactives: at the highest dose activity change, positive = activation, actives largely listed as activators | 330,000 compounds, 1.3% hits | AID 504466, 2011; also: potency is read from the fitted curve at half-maximal effect; % of control where 0% means no effect; nearly all actives have a fitted effect of over 60% in size
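DMSO vehicle served as control against compound-treated ELG1-luciferase HEK293T cells; exposure lasted 16 hr at 37 °C and 5% CO2, followed by ONE-Glo luminescence detection after 30 min.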
BRCA1 expr act = qHTS Assay to Identify Small Molecule Activators of BRCA1 Expression | 380,000 compounds, 1.1% hits | Potency, µM (top dose mostly 46.1 µM), inactives show at the top dose activation, most hits filed as activators | MCF7-BRCA1-FFLuc reporter, luminescence, 48 h; response scale: scaled: vehicle 0%, 10 µM genistein 100% | AID 624202, 2012; also: potency is read from the fitted curve at half-maximal effect; nearly all actives have a fitted effect of over 80% in size; some results filed as inactive show a strong effect at the top dose
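First, MCF7-BRCA1-FFLuc cells (2000/well) attach for 2 h; next, compounds are pin-added and incubated 48 h at 37 °C; finally, luciferase reagent is added and luminescence read after 15 min.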
RORgamma inh = qHTS for inhibitors of ROR gamma transcriptional activity; Drosophila S2 Gal4-RORgamma UAS-luciferase reporter, 20 h; Potency, µM (top dose mostly 53.6 µM), for the others: at the top dose activity change, negative = inhibition, most hits filed as inhibitors; 310,000 compounds, 5.4% hits; AID 2551, 2010; also: potency is read from the fitted curve at half-maximal effect; % is scaled to controls: 0 for no effect and ±100 for the full control effect; nearly all actives have a fitted effect of over 60% in size
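ROR gamma transcriptional activity was tracked as Gal4-UAS luciferase output in stably transfected Drosophila Schneider cells, with compound added 1 hr before 700 uM copper sulfate induction and a 20 hr ambient-temperature incubation.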
Giardia killer = Small Molecules that selectively kill Giardia lamblia: qHTS. AID 540267, 2011. activity change, % at 7.66 µM, hits read low. 340,000 compounds, 0.15% hits. Giardia lamblia trophozoite viability; in the data active = activity change below about -80%; inconclusive = between about -30% and that limit;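 also: parasites exposed to compound for two days anaerobically before the ATP read; % is scaled to controls: 0 for no effect and ±100 for the full control effect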
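Luminescent ATP signal served as the viability read-out, measured 15-30 min after adding ATP detection reagent to trophozoites that had been incubated with compounds for 48 hrs at 37 deg C anaerobically at 100 cells/well.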
PKM2 activator = qHTS Assay for Activators of Human Muscle isoform 2 Pyruvate Kinase | Pyruvate kinase PKM (Homo sapiens), P14618 | purified PKM2, Kinase-Glo ATP luminescence, activation; response scale: 0% is enzyme alone, no compound | Potency, µM (doses to about 57.5 µM), for inactives: at the top dose activation, actives largely listed as activators | 260,000 compounds, 0.34% hits | AID 1631, 2009; also: potency is read from the fitted curve at half-maximal effect; % is scaled to controls: 0 for no effect and ±100 for the full control effect; nearly all actives have a fitted effect of over 55% in size
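Kinase-Glo luminescence reports ATP generated from ADP (0.1 mM) and PEP (0.5 mM) by purified hPK-M2 after 1 h at room temperature, pH 7.2 imidazole buffer; intermediate enzyme activity allows detecting inhibitors and activators.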
* = called active by the depositor; ? = inconclusive; . = not tested or not shown; & = joins results of further samples; [ ] = dose if it differs, or a comment. Unless noted, calls follow the shape of the dose curve; as a rule, active = well fitted curve in the direction sought with a large enough effect; inconclusive = small, poorly fitted or top-dose-only effect, or another doubt; inactive = no such curve, though single readings can be large; an effect the other way counts as inactive or inconclusive.

SMILES | Rab9 promoter act | FLuc modulator | VP16 counter | p53 reactivator | Menin MLL FP TR | NPC1 promoter act | ELG1 genotoxic | BRCA1 expr act | RORgamma inh | Giardia killer | PKM2 activator
COc1ccc2c(c1)c(C(C)=O)c(C)n2CCc1ccccc1 | -5% | -6% | -19% | -5% | ? | -4% | -1% | 1% | 73% | -1 | .
CC(=O)Nc1c2c(nn1-c1ccc(C)cc1)CSC2 | -2% | 1% | -6% | -2% | . | -2% | 1% | 2% | -2% | -9 | .
CCCNS(=O)(=O)c1ccc(OCC(=O)NCc2ccco2)cc1 | -5% | -2% | -2% | -2% | 4% | -4% | -1% | 8% | 4% | -4 | 7%
O=C(CCCc1nc2ccccc2s1)N1CCN(c2ccccc2F)CC1 | 0% | -6% | 2% | 8% | -8% | -1% | 1% | -10% | 48% | -13 | -4%
COc1cccc(N(CC(=O)NCC2CCCO2)C(=O)CCC(=O)Nc2nccs2)c1 (configuration not stated) | -9% | 4% | 6% | 0% | -3% | 1% | 0% | -10% | 6% | -1 | 0%
O=C(NCCCCNC(=O)c1cccnc1)c1cccnc1 | -12% | 6% | -3% | -2% | -20% | 1% | 0% | -1% | ? | 8 | -2%
COc1ccc(-c2ccc(-c3noc(C(C)C)n3)c(OC)n2)cc1 | ? | ? | 8% | 12% | 4% | 19% | ? | 92% | 34% | 1 | 2%
Cc1ccc(S(=O)(=O)/N=C(/Nc2nc(C)cc(C)n2)N2CCOCC2)cc1 | -4% | 2% | -8% | 5% | 11% | 1% | -1% | 0%[1.84 µM] | -18% | -16 | -4%
COc1ccccc1NC(=O)c1ccc(-n2cccn2)c([N+](=O)[O-])c1 | -2% | -8% | -18% | -2% | ? | 5% | -8% | 2% | 17% | -6 | -6%
O=C(NC1CCN(Cc2ccccc2)CC1)c1ccccc1OCc1ccccc1 | -2%[1.84 µM] | -3% | 1% | -3% | ? | -10% | -7% | -37% | -2% | 39[activator] | .
CCn1c(SCC(=O)NCc2ccc3c(c2)OCO3)nnc1-c1ccncc1 | -9% | 0% | -1% | 2% | -16% | -3% | -1% | 8% | 9% | 3 | -3%
COc1ccc(-n2c(=O)c3c4c(sc3n(CC(=O)Nc3cc(C)[nH]n3)c2=O)CCCC4)c(OC)c1 | 4% | -3% | -5% | -1% | 1% | -3% | 9% | -6% | 19% | -3 | 2%
CCOP(=O)(OCC)C(NC(=O)c1ccc(OC)cc1)c1ccccc1 (configuration not stated) | -11% | -1% | -7% | -1% | 0% | -3% | 0% | -1% | -1% | -1 | 6%
N#C/C(=C\c1ccc(O)c(Br)c1)C(=O)N1CCCCC1 | 0% | ? | 0% | 18% | 9% | -4% | 0% | 36% | ? | -21 | ?
CCN=c1scc(-c2ccc3c(c2)NC(=O)CO3)n1N=C1CCCC1 | -20% | 0% | ? | 8% | -8% | -15% | -8% | -51%&-49% | ? | 13&1 | 6%
C=CCOc1cccc(CNCc2ccncc2)c1 | -1% | 1% | 12% | . | -23% | -2% | -2% | -8% | 33% | -15 | 2%
CCCn1ncc(CN2CCN(CCc3ccccc3)C(CCO)C2)c1C (configuration not stated) | 11% | 1% | -3% | 1% | -16% | -4% | -1% | -2% | 11% | -6 | 26%
COc1ccc(CCNC(=O)C2CC(=O)N(CCc3ccccc3)C2)cc1OC (configuration not stated) | -6% | 3%&0% | -1% | 2% | -7% | 0% | -1% | 0% | 11% | 8 | 4%
CCN1CCN(c2cc(C)c3cc(NC(=S)NCCN(C)C)ccc3n2)CC1 | -2% | 0% | -4% | 7% | 17% | -1% | 1% | 45% | -5% | -9 | .
CC(C)(C)C(O)C(Cc1ccccc1Cl)n1cncn1 (configuration not stated) | 2% | -2% | 0% | -5% | 1% | 1% | -1% | 5% | -3% | 0 | .
CCCN1CCN(CCCNC(=O)c2ccc3c(=O)n(CCc4ccccc4)c(=O)[nH]c3c2)CC1 | -8% | -1% | -8% | -2% | -17% | -3% | -7% | -3% | 5% | 13 | -3%
CCc1cc2ccc(C)c(C)c2nc1SCC(=O)Nc1cc(C)on1 | -2% | 5% | 6% | 2% | -10% | -4% | ? | -15% | -28% | 4 | 0%

Some of the entries so far, with values under each structure.
Values run as follows: Rab9 promoter act, FLuc modulator, VP16 counter, p53 reactivator, Menin MLL FP TR, NPC1 promoter act, ELG1 genotoxic, BRCA1 expr act, RORgamma inh, Giardia killer, PKM2 activator
> O=C(NCCCCNC(=O)c1cccnc1)c1cccnc1
    -12%, 6%, -3%, -2%, -20%, 1%, 0%, -1%, ?, 8, -2%
> O=C(NC1CCN(Cc2ccccc2)CC1)c1ccccc1OCc1ccccc1
    -2%[1.84 µM], -3%, 1%, -3%, ?, -10%, -7%, -37%, -2%, 39[activator], .

Compound profiles (already shown). Values in the order: Rab9 promoter act, FLuc modulator, VP16 counter, p53 reactivator, Menin MLL FP TR, NPC1 promoter act, ELG1 genotoxic, BRCA1 expr act, RORgamma inh, Giardia killer, PKM2 activator
Shown for `O=C(NCCCCNC(=O)c1cccnc1)c1cccnc1` = -12%, 6%, -3%, -2%, -20%, 1%, 0%, -1%, ?, 8, -2%
Shown for `CCc1cc2ccc(C)c(C)c2nc1SCC(=O)Nc1cc(C)on1` = -2%, 5%, 6%, 2%, -10%, -4%, ?, -15%, -28%, 4, 0%
Shown for `C=CCOc1cccc(CNCc2ccncc2)c1` = -1%, 1%, 12%, ., -23%, -2%, -2%, -8%, 33%, -15, 2%

Structural class, the compounds so far containing a halogen
SMILES | Rab9 promoter act | FLuc modulator | VP16 counter | p53 reactivator | Menin MLL FP TR | NPC1 promoter act | ELG1 genotoxic | BRCA1 expr act | RORgamma inh | Giardia killer | PKM2 activator
O=C(CCCc1nc2ccccc2s1)N1CCN(c2ccccc2F)CC1 | 0% | -6% | 2% | 8% | -8% | -1% | 1% | -10% | 48% | -13 | -4%
N#C/C(=C\c1ccc(O)c(Br)c1)C(=O)N1CCCCC1 | 0% | ? | 0% | 18% | 9% | -4% | 0% | 36% | ? | -21 | ?
CC(C)(C)C(O)C(Cc1ccccc1Cl)n1cncn1 (configuration not stated) | 2% | -2% | 0% | -5% | 1% | 1% | -1% | 5% | -3% | 0 | .

An excerpt; the hit share may differ from the screen's.
